Source: PubChem (National Center for Advancing Translational Sciences (NCATS))
S3 lipid droplet: qHTS Assay for Lipid Storage Modulators in Drosophila S3 Cells. Drosophila S3 cells, BODIPY lipid droplet fluorescence, 18-24 h; cells fed with added oleic acid. lipid storage change, negative = inhibition, % at the top dose, mostly 46.1 µM; hits show Potency in µM. actives 0.64% (n = 320,000); active means well fitted inhibition curve with a large enough effect in the signal ratio, with a control signal flat, not every such curve was filed as active; inconclusive means small, poorly fitted or top-dose-only effect, or effect the other way, or a change in a side signal; the % refers to the signal ratio
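Drosophila S3 cells loaded with oleic acid (400 uM, as added) and compounds at several concentrations; lipid droplets imaged by 488-nm laser-scanning cytometry, 500–530 nm intensity and object ratio to cell channel. Percent activity normalized to 20 uM Triacsin C.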
S3 lipid droplet cell count max: also measured in S3 lipid droplet; calls as there; cell number change, %; measured here: cell count max response;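 cells counted by Cell Tracker Red CMTPX staining in the red channel; peak over a dose series mostly up to 46.1 µM; percent activity relative to internal control wells on each plate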
The depositor's hits bear a star; i = inactive; ? = inconclusive; nt = no result given; [ ] = remark or other dose. On the % scale 0 is the no-effect control and ±100 the full control effect; potency means the concentration at half of the fitted maximal effect.

SMILES	S3 lipid droplet	S3 lipid droplet cell count max
O=C(N/N=C/c1cc([N+](=O)[O-])ccc1O)c1ccc(COc2ccc3c(c2)CCC3)o1	?	nt
Cc1ccc(NC(=O)C(c2ccccc2)N2CCN(C(=O)c3ccco3)CC2)cc1Cl (centres undefined)	?	nt
CCOC(=O)c1nc2ccccc2s1	?	nt
O=C(NCc1cccnc1)NC(C(F)(F)F)C(F)(F)F	?	nt
N#Cc1cnn2c3c(cnc12)C(=O)N1CCc2ccccc2C1C3 (centres undefined)	?	nt
CCOc1ccc(C2CC(c3ccccc3)Nc3nc(N)nn32)cc1 (centres undefined)	?	nt
Cc1ccc(/C=N/NC(=O)c2ccoc2C)s1	?	nt
Cc1cccc(/C(N)=N/OC(=O)COc2ccccc2Cl)c1	?	nt
CCCn1nnc(NC(=O)c2ccc(Br)cc2)n1	?	nt
COc1ccc2nc3ccccc3nc2c1NC(=O)c1ccc(Br)cc1	13%	18
Cc1cccc(C)c1NC(=O)Cn1nc(-c2ccc(Cl)s2)ccc1=O	i	-2
Cn1nc2sc3ccccc3n2c(=O)c1=O	5%	11
CC(C)COc1ccc(C(=O)Nc2ncn[nH]2)cc1	?	nt
COc1ccc(N2CC(C(=O)OCC(=O)c3ccccc3)CC2=O)cc1 (centres undefined)	?	nt
COCc1cc(C)n(CC(=O)Nc2ccc(N3CCOCC3)cc2)c(=O)c1C#N	?	nt
CC(C)(C)N(Cc1ccccc1)C(=O)CN1C(=O)c2ccccc2C1=O	-1%	-13
COc1ccc(OCc2nc3c4c(ncn3n2)-c2ccccc2CC42CCCC2)cc1	?	nt
c1ccc(-c2ccc(-c3nc(-c4ccccn4)no3)cc2)cc1	?	nt
Cc1ccc(NC(=O)C2CCCNC2=O)nc1 (centres undefined)	?	nt
COc1ccc(CNC(=O)C[C@H]2C(=O)N(c3ccccc3)C[C@@H]2Cc2ccccc2)cc1	-12%	-16
COc1ccc(C(=O)Nc2ccc(S(=O)(=O)N3CCCC3)cc2)cc1	22%[9.22 µM]	-1
O=C(c1ccc(F)cc1)C1CCN(C(=O)c2ccccc2F)CC1	-10%	1
COC(=O)Nc1ccc2c(c1)Nc1ccccc1CC2	3%	-17
COc1cc2c(=O)n(CCCC(=O)NCC3CCCO3)c(=O)n(CC(=O)c3ccc(F)cc3)c2cc1OC (centres undefined)	-1%	1
O=C(NCCCO)NC12CC3CC(CC(C3)C1)C2	?	nt

Next section (four carried over from the part before).
SMILES	S3 lipid droplet	S3 lipid droplet cell count max
O=C(c1ccc(F)cc1)C1CCN(C(=O)c2ccccc2F)CC1	-10%	1
COC(=O)Nc1ccc2c(c1)Nc1ccccc1CC2	3%	-17
COc1cc2c(=O)n(CCCC(=O)NCC3CCCO3)c(=O)n(CC(=O)c3ccc(F)cc3)c2cc1OC (centres undefined)	-1%	1
O=C(NCCCO)NC12CC3CC(CC(C3)C1)C2	?	nt
CCn1ccc2cc(OC)ccc2c1=S	?	nt
CCOC(=O)CNC(=O)CSc1nnc(NC(=O)c2ccccc2Cl)s1	?	nt
CN(CC(=O)O)c1ccc(C(F)(F)F)cc1[N+](=O)[O-]	?	nt
Cc1ccn(CC(=O)NC2CCCN(Cc3ccc(CC(C)C)cc3)C2)n1 (centres undefined)	?	nt
CN1/C(=C\C=Nc2cc(S(=O)(=O)N3CCOCC3)ccc2N2CCOCC2)C(C)(C)c2ccccc21	-7%	-10
Nc1ccc(Nc2ccncc2[N+](=O)[O-])cc1	i	30
COc1ccc(CC(CC(=O)O)C(=O)Nc2ccc(OC)cc2)cc1 (centres undefined)	-3%	2
CC(C)(C)OC(=O)C(C)(C)Sc1nnc(N)s1	?	nt
CCc1ccc(NC(=O)CN2C(=O)CSC2=O)cc1	-6%	0
N#Cc1ccc(N2Cc3ccccc3/C2=N/C(=O)Nc2ccc(Cl)cc2)cc1	?	nt
COc1cc(/C=N/NC(=O)C2CC(=O)N(c3ccc(C)cc3)C2)cc(OC)c1OC (centres undefined)	-3%	34
Nc1nc(-c2ccc(F)cc2)cc(C(F)(F)F)n1	i	23
O=C(CCCOc1ccc(Cl)cc1Cl)NCc1ccncc1	-17%	25
Clc1ccccc1C1SCC2Nc3ccccc3CN21 (centres undefined)	?	nt
Cc1ccc(NC(=O)c2ccccn2)cc1S(=O)(=O)N1CCOCC1	?	nt
COc1ccc(OC)c(NC(=O)NCCCCc2ccccc2)c1	2.9µM*	-13*
COc1ccc(NC(=O)C2CC(=O)OC2c2ccccc2)cc1 (centres undefined)	?	nt
Cc1noc(C(=O)Nc2cccnc2Cl)c1Cl	16%	9
O=C(COc1ccccc1Cl)NCc1ccco1	?	nt
Cc1cccc(C)c1NS(=O)(=O)c1ccc(-c2cnc(C3CC3)o2)cc1	?	nt
COC(=O)c1ccc(CS(=O)(=O)c2ccc(F)cc2)o1	?	nt
COc1ccc(C(=O)O)cc1S(=O)(=O)Nc1ccccc1Cc1ccccc1	i	17
COc1ccccc1NC(=O)Cc1csc(NC(=O)c2ccccc2)n1	5%	10
O=C(Nc1ccccc1)OCCOc1ccc(Br)cc1	7%	3
N#CCC(=N)N1CCN(c2ccccc2Cl)CC1	i	nt

(list continues)
SMILES	S3 lipid droplet	S3 lipid droplet cell count max
COC(=O)CC1C(=O)NCCN1C(=O)c1c(F)cccc1F (centres undefined)	?	nt
Cc1ccc(-c2nc3ncccn3c2Nc2ccc3c(c2)OCO3)o1	3%	0
COc1ccc(N2CC(C(=O)N/N=C/c3cc([N+](=O)[O-])ccc3O)CC2=O)cc1 (centres undefined)	?	nt
CCC(c1nnnn1Cc1ccc2c(c1)OCO2)N1CCN(CC)CC1 (centres undefined)	-3%	23
CCC(C)c1ccccc1NC(=O)COC(=O)c1ccc(C)c(NC(=O)c2ccco2)c1 (centres undefined)	?	nt
COc1cccc(C2CC(c3ccc(Cl)cc3)n3nc(N)nc3N2)c1 (centres undefined)	?	nt
CCc1nnc(NC(=O)CSc2nnc(CSc3nc(C)cc(C)n3)n2C)s1	-3%	17
CC1(C)CC(=O)C(C(N)=NC(=O)c2ccc([N+](=O)[O-])cc2)=C(O)C1	6%	1
COc1cccc(OC)c1NC(=O)NC(=O)c1c(OC)c(Br)cc([N+](=O)[O-])c1OC	2%	7
O=C(Nc1ccc2oc(-c3cccc4ccccc34)nc2c1)c1ncn[nH]1	?	nt
Cc1sc(-c2ccncc2)nc1OC(=O)c1cc(Cl)cc(Cl)c1	?	nt
CC(=O)c1ccc(NC(=O)/C(=C\c2ccc(F)cc2)NC(=O)c2ccco2)cc1	i	-25
CN(C)CCCN(C(=O)COc1ccccc1)c1nc2c(Cl)cccc2s1	?	nt
CCOC(=O)C1CCN(C2=NC(=O)/C(=C/c3ccc(O)cc3)S2)CC1	-2%	-3
COCc1cc(=O)n2[nH]c(C)c(-c3ccccc3)c2n1	?	nt
Cc1cccc(C(=O)O/N=C2\CCSc3ccc(C)cc32)c1	?	nt
O=C(O)CCNS(=O)(=O)c1cccc2nsnc12	-8%	-16
COc1ccc(NC(=O)CN(C)C(=O)Cn2c(=O)oc3ccccc32)cc1	i[0.0737 µM]	nt
CC(C)OC(=O)c1ccc(COC(=O)CNC(=O)c2ccco2)cc1	i	14
O=C(Nc1ccc(Br)cc1F)C1CCCO1 (centres undefined)	6%	19
Cc1cc(C)cc(C(=O)NCC(=O)OCC(=O)Nc2cccnc2Cl)c1	?	nt
O=C(c1cccs1)N1CCN(c2cccc(Cl)c2)CC1	?	nt
Cc1cc(NS(=O)(=O)c2ccc(-c3ccccc3)cc2)no1	2%	-7
O=C(NC1=NCCS1)C1CCCCC1	?	nt
Cc1ccc(C(=O)Nc2cccc(O)c2)cc1S(=O)(=O)N1CCCCCC1	i	3

Next section
SMILES	S3 lipid droplet	S3 lipid droplet cell count max
CCOC(=O)c1cc2sccc2n1CC(=O)Nc1ccc(OC)cc1OC	?	nt
O=C(c1ccc(C(F)(F)F)cc1)N1CCC(=O)N(C(COCc2ccc(C(F)(F)F)cc2)Cc2ccccc2)CC1 (centres undefined)	?	nt
CC(C)(C)OC(=O)NCCCC[C@H](NC(=O)c1nc[nH]c1C(=O)NCC(=O)OCc1ccccc1)C(=O)OC(C)(C)C	?	nt
O=C1CC(=O)Nc2cc(S(=O)(=O)N3CCN(c4ccc([N+](=O)[O-])cc4)CC3)ccc2N1	?	nt
CCc1ccnc(NC(=O)NS(=O)(=O)c2ccc(C)cc2)c1	?	nt
N#Cc1c(N)oc(-c2cccs2)c1-c1cccs1	i	nt
O=C(CN1CCN(c2cccc(Cl)c2)CC1)Nc1nccs1	?	nt
O=C(OCC(=O)N1CCN(c2ccccc2)CC1)c1cc(Br)ccc1Cl	?	nt
O=C(OCC(=O)N1CCc2ccccc2C1)c1cccc([N+](=O)[O-])c1	22%	4
C/C(=N\NC(=O)Cc1cccn1C)c1cccs1	?	nt
O=C(CSc1nnc(CNC(=O)c2ccco2)o1)Nc1ccccc1F	i	-12
CCOc1cc(/C=C2\C(=O)N(c3nc(-c4ccc(Br)cc4)cs3)N=C2c2ccccc2)ccc1O	?	nt
O=C(/C=C/c1ccc(S(=O)(=O)N2CCOCC2)cc1)NCc1ccccc1Cl	-12%	24
COc1ccc2cc(CN(CC3CCCO3)S(=O)(=O)c3ccc(C(C)=O)cc3)c(=O)[nH]c2c1 (centres undefined)	?	nt
Cc1ccc(NC(=O)C2CCN(S(=O)(=O)c3cccc4cccnc34)CC2)nc1	-8%[9.22 µM]	16
O=C1C(Cc2ccc(O)cc2)NC(=S)N1c1ccccc1 (centres undefined)	-6%	nt
COc1ccc(CC(=O)N2CCCC(C)C2)cc1 (centres undefined)	16%	-11
Cc1ccc(C)n1-c1ccc(C(=O)/C=C/N(C)C)cc1	?	nt
O=C(CSc1ccc(Cl)cc1)N1CCN(c2ccc(Cl)cc2[N+](=O)[O-])CC1	4%	5
O=C(CSc1n[nH]c(-c2cccnc2)n1)Nc1ccc(Cl)cc1	i	2
O=C1CCCN1CC(=O)N1CCCC(N2CCN(c3cccc(Cl)c3)CC2)C1 (centres undefined)	?	nt
CC(C(=O)NCc1cccs1)N1C(=O)c2ccccc2C1=O (centres undefined)	?	nt
CCN(CC)CC#CCC1(O)c2ccccc2-c2ccccc21	-17%	-14
COC(=O)/C(=C(/F)Sc1cc(C)c(O)c(C)c1)C(F)(F)F	?	nt
Clc1ccc(-c2c[nH]c3ccccc23)nn1	?	nt

The listing continues.
SMILES	S3 lipid droplet	S3 lipid droplet cell count max
CCOc1ccccc1CNC(=O)CCC(=O)N1Cc2ccccc2Oc2ncccc21	i	-11
O=C(C1CCCN1S(=O)(=O)c1cccc2cccnc12)N1CCN(c2ccccc2)CC1 (centres undefined)	-1%[9.22 µM]	7
Cc1cc(OCC(=O)NC2CCN(C)CC2)ccc1[N+](=O)[O-]	-8%	6
Cc1cccc(NCc2ccccc2)c1	-8%	7
COc1ccccc1N1CCN(/N=C/c2ccc(O)cc2O)CC1	i	-20
O=C(Nc1ccccc1N1CCOCC1)c1csc2c1CCCC2	?	nt
COc1ccc(-c2noc(CNS(=O)(=O)c3ccc(NC(C)=O)cc3)n2)cc1	i	-17
COc1ccc2oc(C(=O)Nc3ccccc3N3CCOCC3)c(C)c2c1	?	nt
c1cc2c(cnc3cscc32)s1	?	nt
CCN(CC(=O)NCc1ccc(Cl)cc1)C(=O)Cc1ccc(OC)cc1	?	nt
O=C(COC(=O)/C=C/c1ccc(OC(F)F)cc1)NCc1cccs1	1%	9
O=C(NCCc1ccccn1)c1ccc(OC(F)F)cc1	?	nt
COC(=O)c1ccc(NC(=O)CCNS(=O)(=O)c2cccc3nonc23)cc1	i	7
O=C(N/N=C/C=C/c1ccco1)/C(=C/c1ccccc1)NC(=O)c1ccccc1	4%	-6
CCOC(=O)C(CCCOc1ccccc1)C(=O)OCC	?	nt
COc1ccc2c(c1OC)C(=O)OC2	7%	5
S=C(Sc1ccc(Cl)cc1)Sc1ccc(Cl)cc1	?	nt
CC1CN(C(=O)Nc2cccc(Cl)c2)C2(CCCCCC2)O1 (centres undefined)	?	nt
Cc1cc(C(=O)OCC(=O)Nc2cc(Cl)ccc2C)c(C)o1	?	nt
CC(O)CCC(=O)NNC1=CC(=O)CC(C)(C)C1 (centres undefined)	7%	0
CCCOc1cccc(C2C(C(=O)c3ccc(C)o3)=C(O)C(=O)N2CCN2CCOCC2)c1 (centres undefined)	?	nt
CCOC(=O)c1cnn2c1[nH]c(=O)c1ccccc12	-3%	0
Cc1ccc(S(=O)(=O)C(C#N)c2nc3ccccc3nc2N2CCN(C)CC2)cc1C (centres undefined)	?	nt
COc1ccc(N2C(=O)CC(NCc3ccc(F)cc3)C2=O)cc1 (centres undefined)	2%	nt
CCCC(=O)Nc1c(-c2cccs2)c(=O)c2ccccc2n1C	?	nt

Part of the list above in order of molecular weight, low to high.
SMILES	S3 lipid droplet	S3 lipid droplet cell count max
CCOC(=O)c1cnn2c1[nH]c(=O)c1ccccc12	-3%	0
Cc1noc(C(=O)Nc2cccnc2Cl)c1Cl	16%	9
COC(=O)/C(=C(/F)Sc1cc(C)c(O)c(C)c1)C(F)(F)F	?	nt
CCCOc1cccc(C2C(C(=O)c3ccc(C)o3)=C(O)C(=O)N2CCN2CCOCC2)c1 (centres undefined)	?	nt

Single records (already shown). Order of screens: S3 lipid droplet	S3 lipid droplet cell count max
O=C(CN1CCN(c2cccc(Cl)c2)CC1)Nc1nccs1 is entered as ?	nt
Cc1ccc(S(=O)(=O)C(C#N)c2nc3ccccc3nc2N2CCN(C)CC2)cc1C (centres undefined) is entered as ?	nt

A portion of the library, so the mix of outcomes need not match the whole.
